High-throughput results from PubChem.
GLD-1 TGE inh – GLD-1-TGE RNA interaction inhibition (C. elegans) | purified GLD-1 + fluorescein TGE RNA, fluorescence polarization | inhibition, % at 5.96 µM | hit rate 0.44% among 320,000 | AID 2280;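 active = percent inhibition above a per-plate cutoff, the plate mean of test compounds plus 3 SD, cut at about 30% in these data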;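 also: 0% = DMSO wells with GLD-1 and probe and 100% = wells lacking GLD-1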
PME-1 inh – PME-1 (human) inhibition; hit rate 0.53% among 320,000; inhibition, % at 5.9 µM; recombinant PME-1, FP-Rh probe fluorescence polarization; Q9Y570;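 active = inhibition above the campaign mean of all compounds plus 3 SD, cut at about 26% in these data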;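 also: competitive labeling of PME-1 active site by serine hydrolase directed probe; 0% = PME-1 with DMSO and 100% = wells lacking PME-1 enzyme; inhibitors block probe labeling so polarization falls and inhibition rises; many of its hits are not listed in these tables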
VLA-4 inh – inhibition in a human VLA-4 binding assay. P13612. VLA-4 expressing cells, ligand binding flow cytometry. inhibition, % (about 7 µM as worked out from the volumes in the protocol). hit rate 0.2% among 330,000; in the data active = inhibition above about 50%
Target sequence (P13612 whole entry, looked up): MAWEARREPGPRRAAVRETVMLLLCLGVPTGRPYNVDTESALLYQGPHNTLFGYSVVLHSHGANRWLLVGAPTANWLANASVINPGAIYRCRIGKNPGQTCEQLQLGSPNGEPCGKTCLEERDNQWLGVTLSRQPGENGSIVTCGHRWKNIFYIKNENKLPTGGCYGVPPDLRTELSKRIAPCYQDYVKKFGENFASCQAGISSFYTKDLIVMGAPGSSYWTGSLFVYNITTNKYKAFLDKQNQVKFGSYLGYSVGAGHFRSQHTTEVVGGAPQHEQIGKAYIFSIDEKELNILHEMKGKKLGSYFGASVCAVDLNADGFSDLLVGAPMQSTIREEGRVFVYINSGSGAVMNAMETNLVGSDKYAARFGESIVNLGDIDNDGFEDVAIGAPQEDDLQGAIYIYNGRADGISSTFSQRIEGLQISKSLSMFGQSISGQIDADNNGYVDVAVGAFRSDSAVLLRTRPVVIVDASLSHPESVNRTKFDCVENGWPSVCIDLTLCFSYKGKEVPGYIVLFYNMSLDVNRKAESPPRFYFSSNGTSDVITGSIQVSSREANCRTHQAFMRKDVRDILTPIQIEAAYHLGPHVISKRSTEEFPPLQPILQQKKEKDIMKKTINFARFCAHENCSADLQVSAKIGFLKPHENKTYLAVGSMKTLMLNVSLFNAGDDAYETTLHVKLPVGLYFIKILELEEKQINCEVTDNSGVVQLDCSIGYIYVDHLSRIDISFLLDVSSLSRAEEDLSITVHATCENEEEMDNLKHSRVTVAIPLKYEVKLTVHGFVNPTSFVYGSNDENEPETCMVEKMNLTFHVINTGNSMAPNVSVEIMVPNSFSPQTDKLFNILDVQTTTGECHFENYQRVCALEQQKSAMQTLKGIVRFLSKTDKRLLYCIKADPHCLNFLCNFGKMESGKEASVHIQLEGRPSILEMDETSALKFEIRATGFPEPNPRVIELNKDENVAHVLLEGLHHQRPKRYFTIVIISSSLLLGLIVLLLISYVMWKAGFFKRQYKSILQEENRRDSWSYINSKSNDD
MEX-5 binding – C. elegans MEX-5 TCR-2 RNA binding activity; Q9XUB2; MEX-5/FITC-TCR2 RNA binding, fluorescence polarization; active compounds read low; activity score (negative = inhibition of binding), % at 10 µM; hit rate 0.38% among 300,000; AID 1832;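 active = inhibition past about -25% in most replicates, and total fluorescence under double the plate's negative control median, limit read from the data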;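 also: 0% = DMSO and -100% = 5 µM competing unlabeled TCR2 RNA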
Fam108B inh – counter-screen for RBBP9 inhibitors: inhibitors of mouse Fam108B | hit rate 0.33% among 300,000 | inhibition, % at 9.51 µM | AID 1947 | recombinant Fam108B, FP-Rh probe fluorescence polarization;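 active = inhibition above the screen mean inhibition plus 3 SD, computed separately per campaign, cut at about 18% in these data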;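 also: inhibitors lower polarization as less probe binds the enzyme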
Efflux pump inh – inhibitors of Candida antifungal efflux pumps expressed in yeast. hit rate 0.44% among 330,000. S. cerevisiae Candida pump triplex, Nile Red efflux. inhibition, % at 10 µM. AID 485275;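 active = plate passing quality check with inhibition over a set limit, or well fluorescence over plate mean plus 4 SD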;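 also: Nile Red retained in pooled yeast measured as flow cytometry median fluorescence; 0% = buffer negative control and 100% = Enniatin B positive control; higher means more Nile Red kept so more efflux inhibition; some compounds called inactive have numbers as strong as hits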
MCL1 BIM primary – inhibitors of human MCL1 binding to BIM-BH3 peptide | Q07820 | GST-MCL1 / FITC-Bim-BH3 fluorescence polarization | inhibition, % at 10.9 µM | hit rate 0.68% among 320,000 | AID 2057;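 active = inhibition above the mean inhibition of all tested compounds plus 3 SD, set per campaign, cut at about 40% in these data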;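 also: 0% = DMSO wells and 100% = unlabeled Bim-BH3 peptide control; higher means more loss of mP so more displacement of Bim peptide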
BCLXL inh – blocks human Bcl-xL binding to Bim BH3 peptide. Q07817. GST-Bcl-xL / FITC-Bim BH3 peptide fluorescence polarization. inhibition, % at 10.9 µM. hit rate 0.7% among 320,000. AID 2129;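 active = inhibition above the mean of all tested compounds plus 3 SD, cutoff set per campaign, cut at about 30% in these data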;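 also: 0% = DMSO wells and 100% = unlabeled Bim-BH3 peptide competitor; inhibitors lower millipolarization by displacing the labeled peptide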
GRK2 inh – human GRK2 inhibition via aptamer displacement; bead flow cytometry, FAM-aptamer displacement from GRK2; inhibition of aptamer binding, % at 10 µM; AID 488847; hit rate 0.59% among 330,000;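 active = inhibition of aptamer binding above 40%, roughly 3 SD of noise, on plates passing a quality check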;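 also: median bead fluorescence of bound FAM aptamer so fluorescent compounds give negative values; no value below 0 was filed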
* hit, by the source's call; . = no result given; & = joins results of further samples. Not all compounds are listed, so the mix of outcomes need not match the whole.

SMILES	GLD-1 TGE inh	PME-1 inh	VLA-4 inh	MEX-5 binding	Fam108B inh	Efflux pump inh	MCL1 BIM primary	BCLXL inh	GRK2 inh
CC(C(=O)Nc1sc2c(c1C(=O)NCc1ccco1)CCCC2)N1C(=O)c2ccccc2C1=O (stereo not drawn)	0.4	-3.3	24.1	0.5	-2.5	0.0	8.1	3.2	2.0
Cc1ccc(SCCn2nc(C(=O)O)c3ccccc3c2=O)cc1	-1.8	3.3	5.0	3.6	2.4	-0.2	1.5	9.7	0.0
CCC1(c2ccc(F)cc2)NC(=O)N(CC(=O)N2CCc3ccccc3C2)C1=O (stereo not drawn)	11.2	6.2	-6.6	0.3	1.5	0.2	-13.9	-15.2	1.0
COc1ccc(NC(=O)NCc2ccccn2)cc1OC	-4.2	3.3	5.5	0.2	-1.4	-0.1	1.2	1.2	0.0
CCCC(=O)Nc1cccc(-c2nc3cc(C)c(C)cc3o2)c1	-0.2	1.3	-1.4	5.1	-1.8	0.0	9.8	12.4	0.0
O=C(Nc1cc2c(oc1=O)CCCC2=O)c1ccc(Cl)cc1	2.7	-11.5	-1.4	-4.0	-0.4	-0.1	31.2	5.7	35.0
Cc1cccc(NC(=O)CSCC(=O)Nc2ccccc2C(=O)NC2CC2)c1	3.6	-5.0	2.0	-1.8	1.2	-0.1	4.3	4.1	2.0
O=C(CNC(=O)c1ccc(Br)o1)NCc1ccccc1	-1.1	2.6	11.8	-1.9	3.6	-0.1	11.2	1.1	0.0
CCN1CSC(=S)N(Cc2ccccc2)C1	5.3	0.1	34.2	0.5	-0.7	0.1	6.4	-1.0	9.0
COc1ccc(COC(=O)CCS(=O)(=O)c2ccc(C)cc2)cc1	1.7	-8.4	-3.7	4.3	-2.1	0.1	-3.1	0.6	1.0
C(=N\N1CCN(C2c3ccccc3-c3ccccc32)CC1)/c1ccncc1	5.7	1.7	8.7	0.2	4.7	-0.1	2.1	1.0	0.0
CN1C(=O)c2ccc(C(=O)Nc3ccccc3O)cc2C1=O	-0.5	-6.3	9.9	-0.7	0.1	-0.1	8.8	3.3	4.0

Compounds from the list above that contain a furan ring, fused or not, in the order listed:
SMILES	GLD-1 TGE inh	PME-1 inh	VLA-4 inh	MEX-5 binding	Fam108B inh	Efflux pump inh	MCL1 BIM primary	BCLXL inh	GRK2 inh
CC(C(=O)Nc1sc2c(c1C(=O)NCc1ccco1)CCCC2)N1C(=O)c2ccccc2C1=O (stereo not drawn)	0.4	-3.3	24.1	0.5	-2.5	0.0	8.1	3.2	2.0
O=C(CNC(=O)c1ccc(Br)o1)NCc1ccccc1	-1.1	2.6	11.8	-1.9	3.6	-0.1	11.2	1.1	0.0

Further structures follow:
SMILES	GLD-1 TGE inh	PME-1 inh	VLA-4 inh	MEX-5 binding	Fam108B inh	Efflux pump inh	MCL1 BIM primary	BCLXL inh	GRK2 inh
O=[N+]([O-])c1ccccc1NCCNc1ncc(C(F)(F)F)cc1Cl	-3.5	-0.1	14.7	3.2	-0.2	0.0	-0.2	4.8	2.0
C/C(=N\NC(=O)c1ccc(-c2ccccc2)cc1)C1C(=O)c2ccccc2C1=O	4.6	17.2	-4.0	-1.9	26.6*	-0.1	5.0	3.0	3.0
C/C(=N\NC(=S)NCCc1ccccc1)c1ccc(Cl)cc1Cl	2.2	-9.0	-3.6	-0.4	-0.7	0.1	10.2	3.9	1.0
CCOc1ccc(NC(=O)CSc2nc3ccccc3c(=O)n2CCCC(=O)NCCCN2CCCC2=O)cc1	4.0	3.2	2.1	0.3	2.6	-0.2	-1.6	-0.2	2.0
COc1ccccc1C(=O)N1CCN(C2CCN(Cc3ccccc3)CC2)CC1	0.5	-0.4	12.7	-1.0	3.0	0.0	-2.1	4.4	4.0
COc1ccc(CN(Cc2cccnc2)S(=O)(=O)c2ccc(-n3cnnn3)c(C)c2)cc1OC	4.7	-2.6	14.8	4.9	-3.5	0.0	-0.6	1.5	1.0
Cc1ccc(-c2cc(C(=O)N/N=C/c3ccc(Cl)cc3)n[nH]2)o1	3.7	-10.9	-4.6	0.9	-8.0	0.0	3.3	4.4	0.0
CSc1nnc(C)c(=O)n1COC(=O)COc1ccc(Cl)cc1	8.8	4.8	-9.6	-3.9	0.1	0.0	-1.0	1.3	2.0
O=C1c2ccccc2C(Nc2ccc3c(c2)OCCO3)N1Cc1ccccc1 (stereo not drawn)	-2.3	6.1	-19.5	-0.4	1.6	-0.1	-0.2	4.2	3.0
Cc1ccc(C)c(OCC(=O)Nc2nonc2NC(=O)COc2cc(C)ccc2C)c1	4.4	-61.2	-5.7	1.2	-47.6	0.2	6.2	3.9	3.0
CCOC(=O)C[n+]1c(C)csc1C	-0.1	-4.9	-16.4	0.1	0.7	-0.2	4.5	1.5	0.0
Nc1cccc(CCc2ccncc2)c1	6.0	-0.8	-15.5	0.1	0.3	0.1	7.9	3.4	0.0
O=C1NC2=C(C(=O)CCC2)C(c2ccc3ncccc3c2)N1 (stereo not drawn)	5.1	-1.7	5.8	-3.4	1.5	0.0	-0.8	0.4	0.0
Cn1c2ccc(Cl)cc2c2nc3ccccc3nc21	-1.4	-8.2	-26.1	-2.8	-0.8	0.1	2.1	10.4	6.0
O=C(c1ccccc1)c1c[nH]c(C(=O)NCCCN2CCOCC2)c1	-1.4	-6.4	2.6	1.0	2.3	-0.1	0.6	-5.3	0.0
Cc1ccc2nc(N3CCN(Cc4ccc(F)cc4)C3=O)c(C)cc2c1	-6.0	4.0	5.0	2.5	-2.0	0.1	-0.7	-1.3	1.0
C=CCCC(=O)Nc1nc(C)c(-c2csc(Nc3ccccc3OC)n2)s1	2.9	23.5	0.6	-1.3	1.1	0.0	-0.2	2.5	0.0
CC(CCC(C)C(C)(C)C)[C@@H]1CC[C@H]2C3C[C@H](OS(O)(=S)=S)[C@H]4C[C@H](OS(O)(=S)=S)[C@@H](OS(O)(=S)=S)C[C@]4(C)[C@H]3CC[C@]12C (stereo partly drawn) (tested in a mixture with another compound)	84.9*	.	-29.8&-38.9	.	.	2.1*	.	.	3.0&0.0
CCCc1ccc(S(=O)(=O)N(C)S(=O)(=O)c2ccc(F)cc2)cc1	-3.5	2.7	13.5	2.2	0.3	-0.1	17.2	6.8	2.0
O=C(N/N=C/c1cc2ccccc2[nH]1)c1ccccc1Cl	-1.8	6.9	7.5	0.1	-4.0	-0.2	6.3	3.9	0.0
COc1cc(/C=C2\SC(=Nc3ccc(N4CCOCC4)cc3)N(C)C2=O)ccc1OC(C)C(=O)O (stereo not drawn)	4.9	1.6	-4.0	-1.4	2.0	1.3	4.7	2.6	0.0
Cc1ccccc1Nc1nc(N)nc(CSc2nnnn2-c2ccccc2)n1	-4.6	5.7	17.3	-2.1	3.3	0.2	1.0	4.3	0.0
COc1ccc(NC(=O)CO/N=C2/CCCc3nonc32)c(OC)c1	5.8	5.0	-3.6	-2.8	1.1	0.1	1.1	2.1	0.0
COc1ccc(-c2cc(C(=O)Nc3ccc4c(c3)OCO4)no2)cc1OC	0.4	-2.6	6.0	-0.7	1.0	0.5	7.5	1.6	0.0
CCOC(=O)C1C2C=CC3(CN(c4ccc(Cl)c(F)c4)C(=O)C13)O2 (stereo not drawn)	4.6	-0.2	29.3	1.6	1.6	0.0	6.3	0.9	1.0
Cc1ccc(C(=O)OCC(=O)NC(C)C)cc1S(=O)(=O)N1CCOCC1	0.3	-1.4	3.4	-0.4	2.3	-0.1	-8.7	-6.6	4.0
COc1ccc(OC)c(CCNC(=O)CSc2ccsc2[N+](=O)[O-])c1	-0.1	0.8	0.3	-1.4	9.8	-0.1	11.7	6.7	3.0
CC(C)(C)OC(=O)NC(=NCCCc1cn(CC(=O)N2CCN(C(=O)OC(C)(C)C)CC2)nn1)NC(=O)OC(C)(C)C	-9.5	0.1	.	0.1	0.3	.	-9.1	-4.1	.
Nc1ccc(C23CC4CC(CC(CO)(C4)C2)C3)cc1	-5.8	0.2	42.8	3.2	-0.3	0.2	-0.9	4.5	0.0
COCCCn1c(=O)/c(=C\c2ccc(OC(F)F)c(OC)c2)s/c1=C(/C#N)C(=O)NCCOC	-3.8	-6.5	-9.1	-4.4	-2.8	0.2	-9.2	-8.2	0.0
COCCC1CCCCN1C(=O)c1cc(COc2cccc(C(C)=O)c2)on1 (stereo not drawn)	-3.8	2.3	12.5	-0.5	1.4	-0.1	5.4	8.6	0.0
CCC(CC)C(=O)NCCc1cc2c(OC)ccc(OC)c2[nH]c1=O	2.9	3.8	22.7	-2.3	7.2	-0.2	6.5	-3.5	0.0
O=C(NCC1CCCO1)c1cc2c([nH]c3ccccc32)c(-c2cccc(Br)c2)n1 (stereo not drawn)	3.9	-37.6	-15.9	1.6	-26.8	0.1	0.6	-0.2	0.0
NC(=S)N/N=C/c1coc2ccc(Br)cc2c1=O	-8.7	-4.3	2.9	-2.6	-4.8	0.1	6.1	4.7	1.0
CCCCc1nc2sc3c(SCC(=O)NCc4ccco4)ncnc3c2c2c1CCC2	-8.1	-1.5	-2.2	2.4	-7.5	0.3	9.2	3.5	2.0
Cc1nonc1CN(C)C(=O)CC1C(=O)NCCN1Cc1cccc(C(F)(F)F)c1 (stereo not drawn)	8.8	-3.9	1.4	-5.8	0.3	-0.2	15.3	11.1	0.0
CC(C)c1ccc(OCC(O)CN2CCN(c3ccccn3)CC2)cc1 (stereo not drawn)	6.9	-3.9	-1.4	-0.8	1.0	0.1	0.0	2.4	0.0
COc1ccc(NC(=O)c2c3c(nc4ccccc24)CCN(Cc2ccccc2)C3)c(OC)c1	0.6	2.3	-42.3	-2.0	-4.3	0.5	-4.6	-2.9	0.0
CC(C)NC(=S)NN=C1CCCCCCCCCCC1	4.3	8.9	6.2	1.8	-4.8	0.1	10.1	1.1	0.0
O=C(O)C1=CC[C@@H](c2ccc(Cl)cc2)N(S(=O)(=O)c2ccc(Cl)cc2)[C@H]1c1ccc(Br)cc1	3.1	.	28.7	.	.	-0.3	.	.	0.0
CCOc1ccc(-c2noc(CCC(=O)NC3CCCC3)n2)cc1OC	-1.6	-0.5	-2.8	-0.3	2.0	0.1	-1.1	0.3	0.0
COc1ccc(S(=O)(=O)N2CCC(C(=O)NCCC3=CCCCC3)CC2)cc1C	0.8	12.7	8.0	-0.4	-5.3	0.1	-1.0	1.9	0.0
COc1ccc(C(=O)NC=C2C(=O)OC(C)(C)OC2=O)cc1	4.1	-5.3	0.7	0.6	-2.3	0.4	-3.4	0.2	3.0
OC(CNCC#Cc1ccccc1)c1ccccc1 (stereo not drawn)	2.6	-1.4	-1.5	-2.4	1.6	-0.1	7.8	0.2	0.0
COc1ccc(NS(=O)(=O)c2c(C)n(C)c(=O)n(C)c2=O)cc1	-0.4	-1.9	-13.1	-3.0	-2.1	0.0	0.8	-0.1	4.0
Cc1sc2ncnc(N3CCC(C(=O)Nc4ccc(Br)cc4Br)CC3)c2c1C	2.0	-11.7	3.0	0.0	-8.2	-0.1	-8.5	-2.1	2.0
CCCCn1cnc2cc(C)c(C)cc21	0.6	-6.5	16.4	-0.6	-2.2	0.1	-0.8	2.2	0.0
Cc1cc(-c2ccc(C(C)C)c(S(=O)(=O)Nc3ccccn3)c2)on1	-4.9	1.5	-2.1	-2.1	0.1	-0.3	-0.6	6.7	1.0
CC(C)C(=O)N1CCN(c2ccccc2NC(=O)c2ccc([N+](=O)[O-])o2)CC1	2.9	1.5	7.4	-3.7	4.0	0.3	2.5	6.4	0.0
